# High-throughput results from PubChem.
# M. tuberculosis – growth inhibition of non-replicating M. tuberculosis (AID 488890); Mycobacterium tuberculosis non-replicating, growth inhibition; higher % means a stronger effect; inhibition, % at 25 µM, or IC50 in µM where a hit was titrated; 0.39% of 320,000 active; in the data active = a potency from the dose series; inconclusive = inhibition mostly from about 82% at the one dose, without a potency; inactive = the rest, 99 in 100 with inhibition below about 76%;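 also: plate controls were DMSO cells for no effect and high antibiotic wells for full effect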
# influenza NS1A – H1N1 influenza NS1A inhibitors, functional cell based assay (AID 504329); 0.3% of 340,000 active; inhibition, % at 12.5 µM, or IC50 in µM where a hit was titrated; NS1A functional cell-based assay, percent inhibition; higher % means a stronger effect; in the data active = a potency from the dose series; inconclusive = inhibition above about 27% without an active follow-up result; also: strong numbers were not always called active
# Salmonella PhoP GFP – PhoP regulon inhibitors, Salmonella typhi PhoP promoter GFP reporter, confirmatory (AID 1850) | one-dose inhibition, % at 50 µM; IC50 in µM for titrated hits | Salmonella Typhi PhoP-promoter GFP reporter, fluorescence, 4 h; higher % means a stronger effect | 0.33% of 310,000 active; in the data active = a potency from the dose series; inconclusive = inhibition mostly from about 25% at the one dose, without a potency; inactive = the rest, 99 in 100 with inhibition below about 19%;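 also: 0% = induced wells with vehicle and 100% = uninduced wells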
# M. tuberculosis HTS – M. tuberculosis growth inhibition, HTS (AID 449762); M. tuberculosis H37Rv growth inhibition, 7H9 media; higher % means a stronger effect; inhibition, % at 25 µM, or IC50 in µM where a hit was titrated; 0.59% of 330,000 active; in the data active = a potency from the dose series; inconclusive = inhibition above about 70% without an active follow-up result;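 also: bacterial growth assessed after seven days of incubation; strong numbers were not always called active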
# inhibitors of VEEV – inhibitors of VEEV TC-83 cytopathic effect, confirmation, Vero cells (AID 588727); inhibition, % at 20 µM; hits with a dose series show IC50 in µM; 0.13% of 350,000 active; Vero cells, VEEV TC-83 cytopathic effect inhibition; higher % means a stronger effect; in the data active = a potency from the dose series; inconclusive = inhibition mostly from about 14% at the one dose, without a potency; inactive = the rest, 99 in 100 with inhibition below about 12%; also: strong numbers were not always called active
# inhibitors of VEEV 10K pilot screen – second read-out of inhibitors of VEEV, no call of its own (marks repeat the call); inhibition, %; measured here: 10K pilot screen inhibition
# Starred values were filed as active, the others as inactive; i = inactive; u = inconclusive; x = not tested or not shown. Random draw from the library; any-hit rate near 1.6%.
SMILES,M. tuberculosis,influenza NS1A,Salmonella PhoP GFP,M. tuberculosis HTS,inhibitors of VEEV,others
O=C(OC(C(=O)NC1CCCCC1)c1ccccc1F)c1ccco1 (stereo unspecified),5%,0%,-23%,7%,0.6%,
O=C(/C=C/c1cccs1)NC1CCCC1,75%,5%,21%,-4%,2.2%,
COc1ccc(/C=N/NC(=O)CNC(=O)c2ccc(S(=O)(=O)N3CCOCC3)cc2)cc1OC,-11%,-7%,-17%,3%,i,
O=C(COc1ccccc1Cl)Nc1ccc(C(=O)N2CCCCC2)cc1,23%,-22%,6%,46%,0.9%,
O=C(COC(=O)CNC(=O)c1ccccc1)Nc1ccc(S(=O)(=O)N2CCCC2)cc1,-7%,-4%,-3%,-8%,0.5%,
CC1(C)O[C@@H]2C[C@H]3[C@@H]4CCC5=CC(=O)CC[C@]5(C)[C@@]4(F)[C@@H](O)C[C@]3(C)[C@]2(C(=O)CCl)O1,33%,3%,-10%,6%,1.4%,
COc1ccccc1CNc1ccccc1F,3%,6%,-4%,3%,0.5%,
COCC(=O)NCCc1nc2ccccc2[nH]1,-4%,1%,-2%,-5%,i,inhibitors of VEEV 10K pilot screen=0.5
Cc1c(OC(C)C(=O)NCC(O)c2ccccc2)ccc2c3c(c(=O)oc12)CCC3 (stereo unspecified),7%,4%,-15%,7%,5.1%,
CCOC(=O)C1=C(CN2CCN(C(=O)c3ccco3)CC2)NC(=O)NC1c1ccc(F)cc1 (stereo unspecified),2%,4%,8%,2%,i,
Cn1nc(C(=O)NNC(=O)c2cccc(Cl)c2)c2ccccc2c1=O,4%,-4%,x,0%,i,
CCn1nc(C(=O)NNC(=O)C2CSC3(C)CCC(=O)N23)c2ccccc2c1=O (stereo unspecified),-7%,-14%,x,-2%,2.1%,
COc1cccc(OC)c1NC(=O)C1CCCN1C(=O)Nc1ccccc1Cl (stereo unspecified),x,8%,x,x,0.3%,
CCOC(=O)C1=C(C)NC(=S)N(C(C)=O)C1c1ccc(OC)c(OC)c1 (stereo unspecified),17%,x,-4%,-7%,1.2%,
CCCCn1c(N)c(N(CC(C)C)C(=O)c2ccc(-c3ccc(Cl)cc3)o2)c(=O)[nH]c1=O,75%,-9%,x,-1%,8.2%,
Cc1ccccc1-n1c(C)cc(/C=C(\C#N)C(=O)NCC2CCCO2)c1C (stereo unspecified),-17%,1%,17%,-3%,3.6%,
COc1ccc(OC)c(NC(=O)CN(C)CC(=O)Nc2ccccc2Cl)c1,-4%,-16%,-2%,-3%,1.5%,
Cc1cc(CN(C)C(=O)C2CCC(=O)N(CCc3ccccc3)C2)n[nH]1 (stereo unspecified),-2%,-7%,-2%,8%,0.9%,
CCOC(=O)Cc1nnc(NC(=O)c2ccccc2OC)s1,-3%,3%,5%,-8%,6.3%,
CCCCOc1ccc(-n2nc(C)cc2C)nn1,4%,1%,-5%,-9%,3.5%,
CCOC(=O)c1nn(-c2ccccc2)c(=O)c2c(NC(C)=O)scc12,6%,-5%,-2%,4%,i,
O=c1[nH]nc(-c2ccc(NCCO)c([N+](=O)[O-])c2)c2ccccc12,-12%,1%,-6%,-1%,0.7%,
CCOC(=O)Nc1cc2c(cc1[N+](=O)[O-])-c1ccccc1C2=O,x,-12%,x,x,0.4%,
Cc1ccc(OCCC(=O)OCC(=O)NC2CCS(=O)(=O)C2)cc1 (stereo unspecified),5%,-9%,-6%,2%,0.9%,
CCCn1c(SCC(=O)Nc2sc(C)c(C)c2C#N)nnc1C(C)C,7%,-5%,-3%,-6%,1.2%,

# In the list so far, these have a cyano group:
SMILES,M. tuberculosis,influenza NS1A,Salmonella PhoP GFP,M. tuberculosis HTS,inhibitors of VEEV,others
Cc1ccccc1-n1c(C)cc(/C=C(\C#N)C(=O)NCC2CCCO2)c1C (stereo unspecified),-17%,1%,17%,-3%,3.6%,
CCCn1c(SCC(=O)Nc2sc(C)c(C)c2C#N)nnc1C(C)C,7%,-5%,-3%,-6%,1.2%,

# Back to the main list, starting 2 compounds before the break.
SMILES,M. tuberculosis,influenza NS1A,Salmonella PhoP GFP,M. tuberculosis HTS,inhibitors of VEEV,others
Cc1ccc(OCCC(=O)OCC(=O)NC2CCS(=O)(=O)C2)cc1 (stereo unspecified),5%,-9%,-6%,2%,0.9%,
CCCn1c(SCC(=O)Nc2sc(C)c(C)c2C#N)nnc1C(C)C,7%,-5%,-3%,-6%,1.2%,
CC(OC(=O)c1cn(C)c2ccccc12)C(=O)N1CCCC1 (stereo unspecified),0%,0%,x,-7%,5.3%,
COc1ccc(C(=O)C2CCCN(Cc3cn(C)nc3-c3ccccc3)C2)cc1F (stereo unspecified),-15%,10%,-7%,10%,i,
Cc1ccc(/C=N/n2c(-c3ccncc3)n[nH]c2=S)o1,-27%,-8%,-8%,4%,i,
COc1ccc(C2C(C(=O)NCCN(C)C)c3ccccc3C(=O)N2C)cc1OC (stereo unspecified),-8%,-4%,2%,-5%,0.7%,
CCOc1ccc(N=C/C=C/c2ccccc2)c(O)c1,66%,14%,-3%,u,i,
COc1ccc(CNC(=O)C(C)N(C)Cc2cccc(F)c2)cc1 (stereo unspecified),2%,15%,10%,8%,i,
CN1CCN(C(=S)NCCc2ccccc2)CC1,1%,-7%,-2%,3%,0.6%,
CC(C)CN(C(=O)CCC(=O)OCc1ccc(Cl)cc1Cl)c1c(N)n(CC(C)C)c(=O)[nH]c1=O,9%,-2%,-1%,30%,0.3%,
Cc1ccn(CC(=O)N2CCCC(N3CCN(Cc4ccc5c(c4)OCO5)CC3)C2)n1 (stereo unspecified),-9%,-4%,-3%,-10%,1.9%,
O=C(COC(=O)C1CCCCC1)Nc1ccccc1OC(F)F,87%,-7%,0%,-2%,i,
Cc1ccc(-n2c(-c3ccccc3)cc(/C=N/NC(=O)CC#N)c2-c2ccccc2)cc1,4%,x,-6%,0%,x,
Cc1ccccc1NC(=O)NCCN1CC1,u,12%,-1%,-2%,i,
O=C(CCC(=O)N(CC(=O)NC1CCCCC1)c1ccccc1F)Nc1nccs1,-7%,-3%,-17%,-4%,0.6%,
CCCCCC(=O)Nc1nc(C)c(-c2csc(Nc3cc(Cl)ccc3OC)n2)s1,54%,-11%,3%,-5%,2.9%,
CC(C)c1ccc(C(=O)NCCCN(C)C)cc1,14%,-1%,-3%,1%,i,
O=C(NC1CCCCCCC1)c1cc(COc2ccc3ncccc3c2)on1,x,10%,x,x,i,
O=C(Nc1cc(SCCO)cc([N+](=O)[O-])c1)c1ccco1,-1%,-3%,5%,-10%,0.5%,
CCC(C)C(NC(=O)c1ccccc1NC(=O)c1ccco1)C(=O)NNC(=O)c1ccncc1 (stereo unspecified),25%,1%,4%,-16%,i,
O=C(c1cccs1)N1CCN(S(=O)(=O)c2ccc(F)cc2)CC1,-13%,x,4%,-8%,x,
Cc1nc(-c2ccc(NC(=O)C3CCCCC3)cc2)cs1,37%,0%,2%,4%,3.0%,
CN1C(=O)NC(c2ccc([N+](=O)[O-])cc2)C2=C1CC(C)(C)CC2=O (stereo unspecified),-10%,-4%,-14%,-6%,i,
COc1ccc(CNC(=O)CCCn2nc(C)c([N+](=O)[O-])c2C)cc1,-2%,30%,-11%,-10%,i,
CCOC(=O)c1cnc(COc2ccc(OC)cc2)[nH]c1=O,24%,0%,7%,50%,1.1%,
COc1ccc(-c2nn(CCC#N)cc2C(=O)O)cc1,-12%,4%,3%,-7%,1.4%,
CCCOc1ccccc1/C=C1/C(=O)ON=C1C,-3%,-28%,-9%,-2%,i,

# Going on with the list:
SMILES,M. tuberculosis,influenza NS1A,Salmonella PhoP GFP,M. tuberculosis HTS,inhibitors of VEEV,others
CCOC(=O)C1CCN(C(=O)CN(c2ccc(OC)c(OC)c2)S(=O)(=O)c2ccccc2)CC1,2%,18%,-11%,-2%,0.3%,
O=C(COc1ccc(S(=O)(=O)NC2CCCCC2)cc1)N1CCN(c2cccc(Cl)c2)CC1,29%,4%,-5%,7%,i,
Cc1cc(=O)oc2c(C)c3occc3cc12,-32%,-2%,-5%,-1%,i,
CCOC(=O)C1CCN(C(=O)C(C)Sc2ccc(Cl)cc2)CC1 (stereo unspecified),6%,-10%,-5%,0%,0.7%,
CC(=O)Nc1ccc(C(=O)n2nc(C)cc2C)cc1,2%,-14%,-10%,10%,i,
CC(Oc1ccccc1)C(=O)Nc1c2c(nn1-c1ccccc1)CS(=O)C2 (stereo unspecified),2%,4%,-7%,-19%,i,
Cc1cccc(N=C2Sc3nc4c(C)c(C)ccc4cc3CN2CCN2CCOCC2)c1,25%,6%,2%,u,i,
CC(=O)c1ccc(N2C(=NC(=O)C3CCCCC3)SC3CS(=O)(=O)CC32)cc1 (stereo unspecified),-2%,0%,2%,3%,0.6%,
Cc1c(NC(=O)CSCc2ccc(Cl)cc2Cl)cccc1C(=O)O,-1%,-2%,-1%,6%,0.5%,
O=C(Nc1ccccc1)c1nc[nH]c1C(=O)NCc1ccccc1,x,-5%,x,3%,0.8%,
COc1ccccc1N1CCN(C(=O)c2cc(-c3ccc(F)cc3)[nH]c2C)CC1,18%,3%,2%,31%,2.4%,
O=C(COC(=O)c1cccc([N+](=O)[O-])c1)NCc1cccs1,i,-4%,0%,2%,0.6%,
O=C(c1ccccc1F)N(Cc1ccc(F)cc1)C1CCS(=O)(=O)C1 (stereo unspecified),-1%,-3%,3%,-8%,0.4%,
Cc1ccc(C)c(NC(=S)NC(C)C(c2ccccc2)N2CCN(C)CC2)c1 (stereo unspecified),24%,-2%,0%,5%,0.9%,
COc1ccc(/C=N/OCC(=O)NC(c2ccccc2)c2ccccc2)c(OC)c1,2%,-4%,1%,-2%,i,inhibitors of VEEV 10K pilot screen=3.5
COc1ccc(C(=O)OCC(=O)NC(=O)NC2CCCC2)cc1OC,13%,0%,x,-5%,0.7%,
COC(=O)c1[nH]c2cccc(Cl)c2c1NC(=O)CN1CCN(CCO)CC1,7%,-10%,9%,-8%,1.3%,
COc1ccc(N2C(S)=C(C#N)C(=O)NC2c2ccc(OC)c(OC)c2)cc1 (stereo unspecified),17%,-12%,-3%,-10%,i,
CCc1cccc2c(C(=O)COC(=O)/C=C/c3ccc(O)c(OC)c3)c[nH]c12,16%,2%,-1%,-21%,3.8%,
Cc1cccc(-c2oc3ccc(-c4ccc5c(c4)OCO5)cc3c2-c2ccc(OC3CCCCO3)cc2)c1 (stereo unspecified),-7%,9%,-1%,5%,1.9%,
CCn1cc(C2=NOC(C(=O)Nc3cccc(C(C)=O)c3)C2)c(C)n1 (stereo unspecified),0%,6%,2%,-1%,2.9%,
COc1ccc(C2C(C#N)=C(/N=C/N3CCOCC3)OC3=C2C(=O)CC(C)(C)C3)cc1OC (stereo unspecified),x,20%,6%,x,i,
COc1ccc(OCC(=O)NNC(=O)C2CCC2)cc1,3%,-4%,x,1%,i,
CN(C)c1ccc(NC(=O)c2cc3c(=O)n4ccccc4nc3n2C)cc1,-5%,7%,4%,-2%,8.3%,
CN(CCC1CCCCO1)Cc1cn(C)nc1-c1ccc2c(c1)OCCO2 (stereo unspecified),13%,3%,-4%,8%,i,

# Three structures out of the list, arranged by molecular weight, rising.
SMILES,M. tuberculosis,influenza NS1A,Salmonella PhoP GFP,M. tuberculosis HTS,inhibitors of VEEV,others
COc1ccc(OCC(=O)NNC(=O)C2CCC2)cc1,3%,-4%,x,1%,i,
O=C(Nc1ccccc1)c1nc[nH]c1C(=O)NCc1ccccc1,x,-5%,x,3%,0.8%,
O=C(c1cccs1)N1CCN(S(=O)(=O)c2ccc(F)cc2)CC1,-13%,x,4%,-8%,x,

# (further entries)
SMILES,M. tuberculosis,influenza NS1A,Salmonella PhoP GFP,M. tuberculosis HTS,inhibitors of VEEV,others
COc1ccccc1NC1=Nc2cccc3cccc1c23,20%,x,13%,50%,0.9%,
O=C(Cc1ccsc1)N1CCc2c([nH]c3ccccc23)C1c1ccccn1 (stereo unspecified),20%,-3%,0%,-7%,3.9%,
CC1(C)C(=O)Nc2ccccc2N1C(=O)COC(=O)/C=C/c1ccc(OC(F)F)cc1,-5%,-3%,-4%,2%,0.1%,
CCN(CC)C(=O)c1ccc(S(=O)(=O)Cc2ccc(C)cc2)c([N+](=O)[O-])c1,65%,-3%,2%,7%,3.9%,
O=C(CN1C(=O)c2cccc3cccc1c23)NCc1ccc2c(c1)OCO2,-8%,2%,-8%,-4%,2.6%,
COc1ccc(NC2CS(=O)(=O)CC2OC(=O)c2ccc(F)cc2)cc1 (stereo unspecified),-8%,-4%,2%,13%,0.4%,
CCc1ccc(/C=C2\SC(=S)N(CCC(=O)N3CCN(C)CC3)C2=O)cc1,60%,-9%,-12%,4%,1.7%,inhibitors of VEEV 10K pilot screen=19
CN(/N=C/c1cc(Br)cc(Br)c1O)c1ccccc1,-9%,-21%,2%,4%,1.1%,
